# MKP-3 inhibition: MKP-3 phosphatase inhibitors, primary screen, biochemical, rat enzyme, in vitro (AID 425). Dual specificity protein phosphatase 6 (Rattus norvegicus). recombinant MKP-3 phosphatase activity, fluorescence; higher % means a stronger effect. one-dose inhibition, % at 20 µM; IC50 in µM for titrated hits. 110,000 tested, 0.17% active; in the data active means inhibition above about 50%;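 further: plate controls were vehicle for no effect and reference inhibitor for full effect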
# Hsp70 displacement: Hsp70 inhibitors, probe displacement, primary screen, biochemical, fluorescence polarization (AID 583); 140,000 tested, 0.06% active; Heat shock 70 kDa protein 1A (Homo sapiens); one-dose displacement, % at 20 µM; IC50 in µM for titrated hits; Hsp70 fluorescence polarization probe displacement, mP; higher % means a stronger effect; in the data active means displacement above about 50%;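 further: plate controls were vehicle for no effect and reference ligand for full effect; a part of the inactive calls stands beside numbers as strong as those of hits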
# * hit, by the source's call; x = no result given; & = joins results of further samples. Not all compounds are listed. The share of hits here may be higher or lower than overall.
# Below each SMILES: Hsp70 displacement, MKP-3 inhibition
COc1ccc(CCNC(=O)CC(=O)N/N=C/c2ccc(C(C)C)cc2)cc1OC
→ -0.1%, 0%
COc1cc(-c2nc3n(n2)C(c2ccc(F)cc2)C2=C(CCCC2=O)N3)cc(OC)c1OC (centres undefined)
→ -0.1%, -1%
COc1ccc(Cn2nnc3c(=O)[nH]c(C4CCCN(C(=O)c5ccccc5)C4)nc32)cc1 (centres undefined)
→ -1.8%, -8%
CC(=O)NC(Cc1ccc(F)cc1)C(=O)O (centres undefined)
→ 4.6%, -4%
Nc1cc(=O)[nH]c(SCC(=O)Nc2ccc(Br)cc2)n1
→ 1.5%, -6%
CCOC(=O)C1C(=O)CC(C)(O)C(C(=O)OCC)C1c1ccc2c(c1)OCO2 (centres undefined)
→ -3.0%&-3.0%, -1%
CCc1ccc(NC(=O)c2cc(-c3ccc(OC)cc3)on2)cc1
→ x, -8%
Cc1ccc(C)c(N2CCN(Cc3nnnn3C3CCCCC3)CC2)c1
→ 4.4%, 3%
CC(=O)ON=C1CC(C)(C)NC(C)(C)C1
→ -3.3%, -1%
O=C(COC(=O)c1n[nH]c2ccccc12)Nc1ccc(S(=O)(=O)N2CCCC2)cc1
→ -0.3%, -6%
CC(=O)c1ccc(OCC(C)C)c(CC(C(N)=O)C(N)=O)c1
→ -1.4%, -19%
COC(=O)c1cc(C(=O)Nc2cc(C)ccn2)cc([N+](=O)[O-])c1
→ 2.1%, 0%
COC(=O)c1ccc(C(=O)OC)c(NC(=O)COc2cccc(Cl)c2)c1
→ -4.1%, 5%
Cc1nn(C(C)C(=O)NCCCc2ccccc2)c(=O)c2cc3occc3n12 (centres undefined)
→ 2.8%, x
CCN(CC)c1ccc(N2C(=O)/C(=C/c3cccs3)SC2=S)cc1
→ 8.8%, x
Nn1c(SCC(=O)c2ccc(Cl)cc2)nc2ccccc2c1=O
→ -0.3%, 2%
CCOCCOC(=O)c1ccc(NC(=O)c2ccc([N+](=O)[O-])cc2Cl)cc1
→ -0.8%, 3%
COc1ccc(N2CCN(Cc3nc4c(c(=O)n(C)c(=O)n4C)n3Cc3ccccc3C)CC2)cc1
→ x, 0%
O=C1c2ccccc2C(Nc2ccc(Cl)cn2)N1c1ccccn1 (centres undefined)
→ -2.0%, -2%
N#CC1=C(N)C(C#N)(C#N)[C@H](c2ccncc2)[C@H]2CC3(CC=C12)OCCO3
→ 3.0%, -1%
CCc1ccc(NC(=O)C2CC(=O)N=C(N)S2)cc1 (centres undefined)
→ -1.9%&-4.9%, -4%&-2%
COc1ccc(C)cc1NC(=O)COc1ccc(F)cc1
→ -1.3%, 1%
Cc1c(C(c2cc(O)c(O)c(Br)c2)c2c(C)n(C)n(-c3ccccc3)c2=O)c(=O)n(-c2ccccc2)n1C
→ 2.4%, 2%
Cc1cc(C)nc(SCC(=O)Nc2ccc(S(=O)(=O)Nc3onc(C)c3C)cc2)n1
→ x, -5%
Cc1cccn2c(=O)c3cc(C(=O)NCc4cccnc4)c(=N)n(C(C)C)c3nc12
→ -0.3%, -15%
COC(=O)c1c(NC(=O)CC2SC(N)=NC2=O)sc2c1CCCC2 (centres undefined)
→ 3.9%, -9%
O=C(c1ccc(N2CCN(C(=O)c3cccc(F)c3)CC2)cc1)c1cccc(F)c1
→ -3.3%, 4%
CC(C)c1ccc(/C=C/c2nc(O)c([N+](=O)[O-])c(=O)[nH]2)cc1
→ 1.6%, 6%
COc1ccc(C(CC(=O)O)NC(=O)c2ccccc2)cc1OC (centres undefined)
→ -3.1%, -3%
C=CCOc1ccc2c(C)cc(=O)oc2c1C
→ 2.4%, 5%
Cc1ccc(-c2ccc(OCC(=O)Nc3ccccc3C)cc2)cc1
→ 0.5%, 1%
COCCN1Cc2cccc(C(=O)Nc3ccc(C)c(C)c3)c2C1=O
→ -1.2%, 3%
CCCn1c(CN2CCCCC2CC)nc2c1c(=O)n(C)c(=O)n2C (centres undefined)
→ -1.6%, 4%
CCOC(=O)c1sc2nc(CC(=O)OC)nc(N3CCN(c4ccc(OC)cc4)CC3)c2c1C
→ 0.7%, x
O=C(O)CCn1c(=S)n(CCC(=O)O)c2ccccc21
→ -6.3%, 0%
O=C(CCC(=O)N(c1ccc(F)cc1)C(C(=O)NC1CCCC1)c1ccncc1)Nc1cccnc1 (centres undefined)
→ 13%, x
O=C1N=C(N2CCCC2)S/C1=C\c1cccc(Br)c1
→ 3.2%&-2.5%, 0%
Cc1ccc(-c2nn3nnnc3c3ccccc23)cc1
→ 0.5%, -4%
CCCCCCSc1nnc(-c2cnn(-c3ccccc3)c2-n2cccc2)n1C
→ 0.8%, x
CCCn1c(Nc2ccccc2)nc2ccccc21
→ 0.7%, x
Cc1ccc(O/C=C2\OC(=O)c3ccccc32)cc1
→ 2.5%, x
COc1ccc(-c2ccc(Nc3ccc(S(=O)(=O)N4CCCC4)cc3)nn2)cc1OC
→ 0.0%, -7%
CCc1ccc(NC(=O)CCS(=O)(=O)c2cccc3nsnc23)cc1
→ -2.4%, x
CCc1nn(-c2ccccc2)c2c1-c1cc(OC)c(OC)cc1C1(N2)C(=O)Nc2ccccc21 (centres undefined)
→ -2.5%, x
O=C(COc1ccc(S(=O)(=O)NC2CCCCC2)cc1)NCc1cccnc1
→ 8.9%, x
Cc1cc(Cl)ccc1NS(=O)(=O)c1ccc([N+](=O)[O-])cc1
→ 3.7%, -3%
O=Cc1ccc(OCc2ccccc2F)cc1
→ -0.6%, 5%
O=C(CSc1nnc(CNc2ccc(F)cc2)o1)N1CCN(C(=O)c2ccco2)CC1
→ -8.6%, -12%
Cc1cccc(C(=O)NNC(=O)C2CCCO2)c1 (centres undefined)
→ -3.1%, 1%
COC(=O)c1sccc1NC(=O)c1ccc(Cl)s1
→ 8.7%, 5%

# (listing goes on)
# Below each SMILES: Hsp70 displacement, MKP-3 inhibition
Cc1c(C(=O)NC2CCCc3ccccc32)oc2ccc(S(=O)(=O)N3CCCC3)cc12 (centres undefined)
→ -0.4%, x
CCCC1(C(=O)OC)NC(c2cccc(F)c2)C2C(=O)N(CC)C(=O)C21 (centres undefined)
→ -2.8%, -5%
O=C(Nc1ccc(S(=O)(=O)Nc2cnc3ccccc3n2)cc1)c1ccc(Cl)cc1Cl
→ 3.9%, 4%
CCOc1cc(C2Nc3ccccc3NC3=C2C(=O)CC(c2ccc(OC)cc2)C3)cc(Br)c1O (centres undefined)
→ 1.0%, 1%
COc1ccc(CN2CCN(C(=O)c3ccco3)CC2)cc1OCc1ccccc1
→ -3.6%&7.5%, -4%&2%
O=c1[nH]c(CN2CCCCC2)nc2c1C1(CCCCC1)Cc1ccccc1-2
→ 8.5%, 6%
Cc1cccc(CC2CC(=O)N(c3ccccc3)C2=O)c1 (centres undefined)
→ 0.6%&5.7%, -8%&-3%
CC1=NN(c2ccccc2)C(=O)/C1=C/c1cccn1-c1ccc([N+](=O)[O-])cc1
→ 2.0%, 5%
CN(C)S(=O)(=O)N1CCC(c2ccc(F)cc2)C(COc2ccc3c(c2)OCO3)C1 (centres undefined)
→ 1.6%, 6%
CCc1nc2ccccc2n1CC(O)COc1ccc(NC(C)=O)cc1 (centres undefined)
→ -2.8%, x
CCC(C)n1c(=O)c(C(=O)Nc2ccccc2S(N)(=O)=O)c(O)c2ccccc21 (centres undefined)
→ -2.4%, 2%
CC(CN1CCOCC1)OC(=O)c1cccc(Br)c1 (centres undefined)
→ 8.5%, x
Cc1ccc(-c2nn3c(C)nnc3s2)cc1NC(=O)c1cccs1
→ 6.3%, 0%
Cc1cccc(C)c1NS(=O)(=O)c1cccc2cccnc12
→ 7.6%, -1%
CCN(CC)C(=O)c1ccccc1NS(=O)(=O)c1ccc(C)cc1
→ 3.1%, x
Clc1ccc2c(c1)C1OCCC1C(c1ccco1)N2 (centres undefined)
→ 8.9%, 0%
Cc1ccc(OCC(O)CN2CC(C)OC(C)C2)cc1C (centres undefined)
→ 7.5%, 1%
CCc1c(C)nc2c(C#N)c[nH]n2c1=O
→ 0.5%, 3%
CC(=O)c1cccc(NC(=O)CSc2nc(C)cc(C)n2)c1
→ 0.9%, 2%
Cc1cccc(C)c1OCCCCc1c(C)n[nH]c1C
→ -6.1%, -4%
O=C(O)c1cccc(Nc2nc(N3CCOCC3)nc(N3CCOCC3)n2)c1
→ -1.6%, -3%
CCOc1c(I)cc(/C=C2\C(=O)NC(=O)N(c3ccc(OC)cc3)C2=O)cc1OC
→ 1.7%, 3%
O=C1c2ccccc2-c2onc3ccc(NCc4ccco4)c1c23
→ 105%, -14%
Clc1ccc(-c2nn3c(-c4ccccn4)nnc3s2)c(Cl)c1
→ 0.0%, 1%
CN(Cc1nc2ccccc2n1C)S(C)(=O)=O
→ -1.3%, -7%
O=C(c1ccc(Cl)cc1)C1CCN(C(=O)NC2CCCCC2)CC1
→ 6.9%, -3%
c1csc(C2Nc3cccc4cccc(c34)N2)c1
→ 11%, 4%
O=C(Nc1nnc(-c2ccccc2)s1)c1ccco1
→ 1.5%, 0%
O=C(COc1ncnc2ccccc12)c1ccc2c(c1)OCCO2
→ 5.0%, -12%
Cc1c(CC(C)C)nc(N)c(C#N)c1-c1ccccc1
→ -3.4%, x
Cc1ccc(S(=O)(=O)C(C#N)c2nc3ccccc3nc2N2CCCC2)cc1C (centres undefined)
→ 46%, -7%
CCn1c(COc2ccc(C)cc2)nnc1SCC(=O)C(C)(C)C
→ -0.4%, 2%
O=C1N/C(=N/S(=O)(=O)c2ccccc2)S/C1=C\c1cccnc1
→ 2.6%, 1%
O=C(CSc1ccccc1)Nc1cccnc1
→ -7.2%, -3%
COCCSc1nc2c(c(=O)[nH]c(=O)n2C)n1CCC(C)C
→ 3.5%, -3%
O=C(Nc1ccc(-c2ccc(Cl)cc2)cc1)c1ccco1
→ -4.5%, 4%
c1coc(-c2nnc(-c3cccs3)o2)c1
→ 6.0%, -2%
O=C(NCCC(c1ccccc1)c1ccccc1)C(F)(F)F
→ -1.5%, 1%
Cc1csc(SCc2nnc(-c3ccc(Cl)cc3)o2)n1
→ -3.3%, x
Cc1cccc(N2C(=O)NC(=O)/C(=C/c3ccc(-c4ccc(C(=O)O)cc4)o3)C2=O)c1
→ 1.2%, 1%
COC(=O)c1ccc(-c2nc3sc4c(c3c(=O)[nH]2)CCCC4)cc1
→ -2.5%, 2%
COc1cccc(OC)c1NC(=O)Cc1nn(C)c(=O)c2ccccc12
→ 1.3%, 3%
CCC1(CC)C(=O)NN(c2ccccc2)C1=O
→ -4.2%, x
CCCCn1ccnc1C(=O)c1cc(S(=O)(=O)N2CCOCC2)ccc1C
→ -2.3%, x
O=C(N/N=C/C(Br)=C\c1ccccc1)c1n[nH]c2c1CCC2
→ -30%, x
CCc1c(C(=O)N2CCOCC2)csc1C
→ 1.4%, -7%
CCCOc1ccc(-c2nc(C#N)c(N3CCC(C(N)=O)CC3)o2)cc1
→ -3.4%, x
Cc1cc2nc(-c3ccc(N)cc3)oc2cc1C
→ -4.1%, 4%
CC1=CC(=C2C(=O)c3ccccc3C2=O)C=C(C)N1Cc1ccco1
→ 1.6%, 15%
CCC(=O)Nc1ccc(C(=O)c2ccccc2)cc1
→ 2.2%, -9%

# Record cards (already shown).
# Cc1cc2nc(-c3ccc(N)cc3)oc2cc1C across the screens: Hsp70 displacement: -4.1%; MKP-3 inhibition: 4%
# O=C(N/N=C/C(Br)=C\c1ccccc1)c1n[nH]c2c1CCC2 across the screens: Hsp70 displacement: -30%; MKP-3 inhibition: x
# CCC1(CC)C(=O)NN(c2ccccc2)C1=O across the screens: Hsp70 displacement: -4.2%; MKP-3 inhibition: x

# (more compounds)
# Below each SMILES: Hsp70 displacement, MKP-3 inhibition
CC1=Nc2ccccc2N=C(NC(=O)CSc2nnnn2-c2ccccc2)C1c1ccccc1 (centres undefined)
→ 1.6%, -24%
O=C(NCCCn1ccnc1)c1cn(Cc2ccc(F)cc2)nn1
→ 8.8%, -7%
COc1c(F)c(F)c(C(=O)O)c(Nc2ccc(C)cc2)c1F
→ -7.8%, x
O=C(COc1ccccc1)Nc1ccccc1CO
→ 4.0%, 2%
C=CCc1c(C)nc(-c2ccccc2)nc1NN
→ -2.1%, 2%
CCCCOc1cccc(C(=O)Nc2ccc(N3CCN(CC)CC3)cc2)c1
→ 0.3%, -7%
CCn1c(SCC(=O)C(C)(C)C)nnc1-c1cccnc1
→ 3.3%, 0%
CCOC(=O)CN(C(=O)CNC(=O)c1ccco1)C(C(=O)NC1CCCCC1)c1cccs1 (centres undefined)
→ -2.4%, x
Cc1ccc(C(=O)N2N=C(c3ccc(Cl)cc3)CC2(O)C(F)(F)F)o1 (centres undefined)
→ -3.9%, 2%
O=C(Nc1ccc(Cl)cc1)C1=Cc2ccccc2OC1
→ 1.6%, x
Cc1ccc(S(=O)(=O)N2CCOCC2)cc1C(=O)N1C(=O)c2cccc(N)c2C1=O
→ 12%, -8%
CC(C)(C)c1ccc(-c2nnc3sc(-c4ccccn4)nn23)cc1
→ -3.2%, -8%
COc1ccccc1NC1C=CC(=O)C1Nc1ccccc1OC (centres undefined)
→ -1.3%, 0%

# No new results follow: entries from further up.
# Below each SMILES: Hsp70 displacement, MKP-3 inhibition
Cc1ccc(C(=O)N2N=C(c3ccc(Cl)cc3)CC2(O)C(F)(F)F)o1 (centres undefined)
→ -3.9%, 2%
O=C(Nc1ccc(Cl)cc1)C1=Cc2ccccc2OC1
→ 1.6%, x
Cc1ccc(S(=O)(=O)N2CCOCC2)cc1C(=O)N1C(=O)c2cccc(N)c2C1=O
→ 12%, -8%
CC(C)(C)c1ccc(-c2nnc3sc(-c4ccccn4)nn23)cc1
→ -3.2%, -8%
COc1ccccc1NC1C=CC(=O)C1Nc1ccccc1OC (centres undefined)
→ -1.3%, 0%
